High-throughput results: PubChem BioAssay, several laboratories
Pf gametocyte = inhibitors of late stage P. falciparum gametocyte viability; P. falciparum stage V gametocytes, ATP luminescence, 24 h; inhibition, % at 10.9 µM; hit rate 0.065% among 150,000; AID 743093;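 active = inhibition above the mean plus 3 SD of compounds within the control limits, set per campaign, cut at about 38% in these data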;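 also: 0% = DMSO wells and 100% = medium only without gametocytes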
HRas wt GTP = human HRas wildtype GTP binding, change in either direction. P01112. GST-Ras wt beads, Bodipy-FL-GTP binding, flow cytometry; actives lie on both sides. GTP binding activity, % at 10 µM. hit rate 0.14% among 190,000;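 active = GTP binding activity at least 20% away from the 100% baseline, either lowered as inhibitor or raised as activator; inconclusive = flagged as likely green fluorescent, judged across all proteins in the well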;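 also: 0% = unlabeled GTP competition control and 100% = no-compound control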
Target sequence (P01112 whole entry, looked up): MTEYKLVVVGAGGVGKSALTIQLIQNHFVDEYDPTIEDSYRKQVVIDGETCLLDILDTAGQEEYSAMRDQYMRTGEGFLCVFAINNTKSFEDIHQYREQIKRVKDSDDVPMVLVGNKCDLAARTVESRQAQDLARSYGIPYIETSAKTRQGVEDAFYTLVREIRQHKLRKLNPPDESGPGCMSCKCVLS
ABCG2 inh = blocks JC-1 efflux by human ABCG2 transporter. hit rate 0.1% among 190,000. Q9UNQ0. inhibition, % at 6.6 µM. AID 1325. IgMXP3 cells, flow cytometry;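 active = inhibition above 80%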;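 also: 0% = DMSO and 100% = nicardipine control wells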
Target sequence (Q9UNQ0 whole entry, looked up): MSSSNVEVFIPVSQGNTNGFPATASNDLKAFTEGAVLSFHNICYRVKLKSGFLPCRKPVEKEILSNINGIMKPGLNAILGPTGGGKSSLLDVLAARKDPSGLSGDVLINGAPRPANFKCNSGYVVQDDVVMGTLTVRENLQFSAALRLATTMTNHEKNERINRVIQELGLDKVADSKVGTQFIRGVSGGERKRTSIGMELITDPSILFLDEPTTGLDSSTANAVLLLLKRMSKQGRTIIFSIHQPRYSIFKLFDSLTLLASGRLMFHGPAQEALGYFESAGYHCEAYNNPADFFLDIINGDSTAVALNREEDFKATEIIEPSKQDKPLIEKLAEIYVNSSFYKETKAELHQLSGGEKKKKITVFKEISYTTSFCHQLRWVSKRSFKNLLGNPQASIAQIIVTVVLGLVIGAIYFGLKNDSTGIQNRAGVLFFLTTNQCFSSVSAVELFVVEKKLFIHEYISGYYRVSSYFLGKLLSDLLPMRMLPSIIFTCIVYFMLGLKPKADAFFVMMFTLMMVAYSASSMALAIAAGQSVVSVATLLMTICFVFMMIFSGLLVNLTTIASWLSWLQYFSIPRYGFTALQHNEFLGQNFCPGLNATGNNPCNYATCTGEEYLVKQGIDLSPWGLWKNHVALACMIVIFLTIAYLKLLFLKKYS
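Test system: IgMXP3 (ABCG2) plus far-red-tagged CCRF-Adr (ABCB1) cells. Reagent: JC-1 dye as substrate. Timing: 10 min exposure at 25 °C with rotation, no wash. Measured by: flow cytometric JC-1 green MFI at 530 nm. Read-out: percent efflux inhibition, scaled nicardipine 100% to DMSO 0%. Control set: nicardipine and DMSO wells.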
Rac1 wt modul = human Rac1 wildtype GTP binding, inhibitors and activators | P63000 | GST-Rac1 beads, fluorescent GTP binding, flow cytometry; actives lie on both sides; 0 = cold GTP competed, 100 = untreated | GTP binding activity (% of control), % at 10 µM | hit rate 0.27% among 190,000 | AID 757;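 active = GTP binding activity at least 20 points away from the 100% control level, either lower or higher; inconclusive = compound flagged as likely green fluorescent, judged across all proteins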
Cdc42 wt GTP = changes GTP binding to wildtype human Cdc42; P60953; GST-Cdc42 beads, Bodipy-GTP binding, flow cytometry; actives lie on both sides; percent activity (GTP binding), % at 10 µM; hit rate 0.2% among 190,000;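 active = percent activity GTP binding at least 20 points away from the 100% baseline, either down as inhibitor or up as activator; inconclusive = compound flagged as likely green fluorescent from well-wide comparison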;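 also: median bead fluorescence of bound Bodipy-FL-GTP at 100 nM; 0% = excess unlabeled GTP control and 100% = no compound control; below 100% means less GTP binding so inhibitor and above means activator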
Target sequence (P60953 whole entry, looked up): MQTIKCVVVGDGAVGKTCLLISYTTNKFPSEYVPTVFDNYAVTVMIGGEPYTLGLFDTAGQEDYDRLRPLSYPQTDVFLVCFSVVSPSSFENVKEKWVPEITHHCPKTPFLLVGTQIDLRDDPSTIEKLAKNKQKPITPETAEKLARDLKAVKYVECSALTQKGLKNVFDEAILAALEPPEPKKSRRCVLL
Rab2A wt mod = changes GTP binding to wildtype dog Rab2A, up or down; P61105; GST-Rab2 wt beads, Bodipy-GTP binding, flow cytometry; GTP binding activity, % at 10 µM; hit rate 0.19% among 190,000; AID 760;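 active = GTP binding activity at least 20 points away from 100%, either lowered or raised; inconclusive = signal likely due to the compound's own green fluorescence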;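 also: 0% = beads with excess unlabeled GTP and 100% = no-compound control corrected for plate trend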
Rab7 wt modul = dog Rab7 wildtype GTP binding, inhibitors and activators. hit rate 0.055% among 190,000. AID 758. GST-Rab7 beads, fluorescent GTP binding, flow cytometry; actives lie on both sides; untreated = 100%, excess cold GTP = 0%. GTP binding activity (percent of control), % at 10 µM;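 active = fluorescent GTP binding to Rab7 beads changed by at least 20 points from the 100% baseline, either direction, mostly lower; inconclusive = compound itself probably fluorescent, or too few beads counted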;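 also: median green fluorescence of bound Bodipy-FL-GTP per Rab7 bead population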
Mcl1-Noxa inh = Mcl-1/Noxa interaction inhibition; AID 1022; inhibition, % at 21.7 µM; hit rate 1.5% among 220,000; TR-FRET Mcl-1/Noxa peptide binding, 2 h;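 active = compounds that cut the protein-peptide binding signal by more than 50% relative to plate controls in a single-dose test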;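 also: His-tagged Mcl-1 with rhodamine Noxa BH3 peptide and terbium anti-His antibody; 0% = Mcl-1 plus Noxa peptide wells and 100% = peptide-only wells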
Rac1 act GTP bind = modulators of GTP binding to human Rac1 activated mutant; P63000; GST-Rac1 activated beads, fluorescent GTP binding, flow cytometry; actives lie on both sides; 100% means binding = to untreated wells; percent activity (GTP binding), % at 10 µM; hit rate 0.11% among 190,000;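 active = GTP binding at least 20 percentage points away from the 100% baseline, in either direction, so actives lie on both sides; inconclusive = Compound likely fluorescent itself, or too few beads counted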
ABCB1 inh = inhibitors of human ABCB1 transporter, ABCG2 counter-screen | P08183 | CCRF-Adr cells, JC-1 efflux, flow cytometry | inhibition, % at 6.6 µM | hit rate 0.067% among 190,000; in the data active = inhibition above about 40%;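 also: 0% = vehicle and 100% = reference inhibitor; higher value means more JC-1 retained so stronger ABCB1 efflux block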
Avidin bead fluor = avidin bead compound fluorescence profile; Avidin beads, compound fluorescence 488/530 nm, flow cytometry; stronger effect = higher value; fluorescence (KMESF) at 10 µM; hit rate 0.38% among 220,000; AID 1775; in the data active = fluorescence above about 47; also: inactives centre near 10
Numbers without * were called inactive; ? = inconclusive; / = not tested or not shown.

SMILES	Pf gametocyte	HRas wt GTP	ABCG2 inh	Rac1 wt modul	Cdc42 wt GTP	Rab2A wt mod	Rab7 wt modul	Mcl1-Noxa inh	Rac1 act GTP bind	ABCB1 inh	Avidin bead fluor
Cc1c(C(=O)NCc2cccnc2)sc2ncn(CC(=O)N3CCCCC3C)c(=O)c12 (stereo unspecified)	-26	102	0	105	103	102	104	-1	98	-0.1	9
COCC1CCCCN1Cc1cn(-c2ccccc2)nc1-c1ccc2c(c1)OCO2 (stereo unspecified)	23	93	0	97	95	95	96	-8	96	0.1	69*
O=C(Cn1cnc2c(nnn2Cc2ccc(Cl)cc2)c1=O)c1ccccc1	/	96	0	100	94	99	103	-1	97	0.8	7
O=C1COc2ccc(C(=O)COC(=O)Cc3ccc(Cl)cc3)cc2N1	/	93	20	92	88	90	92	12	92	0.2	12
Cc1ncc(CO)c(/C=N/NC(=O)c2ccc(Br)cc2)c1O	/	101	0	105	102	101	100	-9	101	-0.1	8
C(=N\n1cnnc1)/c1ccc2c(c1)OCO2	-7	97	3	98	98	97	95	17	97	0.6	5
Cc1ccc(SCc2cc(=O)[nH]c(/N=C(\N)Nc3ccccc3Sc3ccccc3)n2)cc1	/	99	9	103	102	98	98	6	98	0.5	9
CCn1c(=O)c2c(n3c(=S)[nH]nc13)-c1ccccc1CC21CCCCC1	-1	98	0	101	96	100	102	34	94	-0.3	12
CC(=O)c1sc(NC(=O)c2cccc3ccccc23)nc1C	/	102	1	109	103	100	99	-9	99	-0.2	8
CSc1nc(Cl)cc(N2CCOCC2)n1	15	94	4	96	96	94	92	-3	96	0.7	17
Cc1sc2nc(C(C)Sc3n[nH]c(N)n3)[nH]c(=O)c2c1C (stereo unspecified)	/	96	-1	96	95	99	105	32	93	-0.7	11
COc1ccc(-c2cnn3c4c(c(C)nc23)CCN4C(C)C)cc1OC	11	97	1	97	98	96	95	12	95	0.4	33
CN(CC(=O)NCc1ccccn1)S(=O)(=O)c1ccc(Br)cc1	-13	100	1	101	99	100	99	13	96	0.4	21
Cc1ccccc1NC(=O)c1ccccc1NS(=O)(=O)c1cccc2cccnc12	/	100	-2	98	100	99	100	15	96	-0.1	36
CCn1c(SCC(=O)N2CCC(C(N)=O)(N3CCCCC3)CC2)nnc1-c1ccccc1	/	100	2	102	103	99	94	8	100	0.9	18
COc1ccc(C(=O)C2CCCN(Cc3ccc4nonc4c3)C2)cc1F (stereo unspecified)	/	100	1	99	97	99	105	12	95	1.1	12
O=C(NCCc1ccccc1)C1CCC(CNc2c(N3CCCCC3)c(=O)c2=O)CC1 (stereo unspecified)	/	100	9	103	102	99	97	8	99	1.0	6
O=C1CC(Nc2ccc(N3CCOCC3)cc2)C(=O)N1C1CCCCC1 (stereo unspecified)	-20	98	1	99	97	96	96	-3	96	0.4	5
COc1ccc(CC(=O)NCc2nnc(SCc3ccc([N+](=O)[O-])cc3)n2C)cc1	-15	99	2	102	97	95	96	4	98	0.1	9
CNC(=S)N(CCc1c(C)[nH]c2ccc(Cl)cc12)Cc1cccs1	/	97	17	98	94	97	109	7	90	-0.1	10
Cc1ccc2[nH]c(-c3cccc(N)c3)cc2c1	/	99	-2	98	99	97	96	-50	94	-0.7	31
CCOCCCNS(=O)(=O)c1ccc(-n2cnnn2)c(OC)c1	/	93	0	94	95	92	92	-15	93	0.0	7
Cc1ccc(NC(=O)C2OCCc3ccccc32)cc1Cl (stereo unspecified)	-27	96	27	98	93	92	96	-4	93	0.7	11
Fc1ccccc1NC(=S)NCCc1ccccc1	15	102	4	102	102	99	101	4	100	0.0	7
COc1cccc(CN(C)Cc2nc(C3CC3)no2)c1	15	98	1	100	98	98	95	13	95	-0.7	3
Cc1c(NC(=S)SCc2ccccc2)c(=O)n(-c2ccccc2)n1C	14	96	3	91	94	96	103	-10	92	0.1	19
O=C(c1ccc(Cl)cc1)N(Cc1ccc(Br)cc1)N1C(=O)CCC1=O	/	100	1	100	100	101	106	-3	94	0.4	5
Cc1cc(C(=O)COc2cccnc2[N+](=O)[O-])c(C)n1-c1ccccc1	2	101	8	102	96	98	101	18	102	0.7	11
COc1ccc(N2CCC(CNC(=O)Nc3ccc(C)c(C)c3)C2)cc1 (stereo unspecified)	/	99	6	101	98	101	104	101*	98	-0.5	7
COc1cc(OC)c(C2C(C(=O)O)c3ccccc3C(=O)N2C)cc1OC (stereo unspecified)	/	103	0	104	104	104	101	4	101	0.2	17

14 entries from above, in CSV form.
Molecule,Pf gametocyte,HRas wt GTP,ABCG2 inh,Rac1 wt modul,Cdc42 wt GTP,Rab2A wt mod,Rab7 wt modul,Mcl1-Noxa inh,Rac1 act GTP bind,ABCB1 inh,Avidin bead fluor
O=C(NCCc1ccccc1)C1CCC(CNc2c(N3CCCCC3)c(=O)c2=O)CC1 (stereo unspecified),/,100,9,103,102,99,97,8,99,1.0,6
O=C1CC(Nc2ccc(N3CCOCC3)cc2)C(=O)N1C1CCCCC1 (stereo unspecified),-20,98,1,99,97,96,96,-3,96,0.4,5
COc1ccc(CC(=O)NCc2nnc(SCc3ccc([N+](=O)[O-])cc3)n2C)cc1,-15,99,2,102,97,95,96,4,98,0.1,9
CNC(=S)N(CCc1c(C)[nH]c2ccc(Cl)cc12)Cc1cccs1,/,97,17,98,94,97,109,7,90,-0.1,10
Cc1ccc2[nH]c(-c3cccc(N)c3)cc2c1,/,99,-2,98,99,97,96,-50,94,-0.7,31
CCOCCCNS(=O)(=O)c1ccc(-n2cnnn2)c(OC)c1,/,93,0,94,95,92,92,-15,93,0.0,7
Cc1ccc(NC(=O)C2OCCc3ccccc32)cc1Cl (stereo unspecified),-27,96,27,98,93,92,96,-4,93,0.7,11
Fc1ccccc1NC(=S)NCCc1ccccc1,15,102,4,102,102,99,101,4,100,0.0,7
COc1cccc(CN(C)Cc2nc(C3CC3)no2)c1,15,98,1,100,98,98,95,13,95,-0.7,3
Cc1c(NC(=S)SCc2ccccc2)c(=O)n(-c2ccccc2)n1C,14,96,3,91,94,96,103,-10,92,0.1,19
O=C(c1ccc(Cl)cc1)N(Cc1ccc(Br)cc1)N1C(=O)CCC1=O,/,100,1,100,100,101,106,-3,94,0.4,5
Cc1cc(C(=O)COc2cccnc2[N+](=O)[O-])c(C)n1-c1ccccc1,2,101,8,102,96,98,101,18,102,0.7,11
COc1ccc(N2CCC(CNC(=O)Nc3ccc(C)c(C)c3)C2)cc1 (stereo unspecified),/,99,6,101,98,101,104,101*,98,-0.5,7
COc1cc(OC)c(C2C(C(=O)O)c3ccccc3C(=O)N2C)cc1OC (stereo unspecified),/,103,0,104,104,104,101,4,101,0.2,17

(cont.)
SMILES	Pf gametocyte	HRas wt GTP	ABCG2 inh	Rac1 wt modul	Cdc42 wt GTP	Rab2A wt mod	Rab7 wt modul	Mcl1-Noxa inh	Rac1 act GTP bind	ABCB1 inh	Avidin bead fluor
CCOC(=O)N1CCN(S(=O)(=O)c2ccc(C)cc2)C1c1ccc(OC)cc1 (stereo unspecified)	24	101	5	100	100	100	102	12	98	1.8	36
CCCCSc1nc2c(=O)[nH][nH]c(=O)c2n1Cc1ccccc1	-9	100	3	101	101	98	97	1	98	1.3	20
NS(=O)(=O)c1cccc(NC(=O)COC(=O)C2(c3cccc(F)c3)CCCC2)c1	/	100	-1	103	95	98	99	10	98	-0.3	15
COc1ccc(Cn2c(C3CC3)nc3ccc(NC(=O)C4CC4)cc3c2=O)cc1	/	101	5	101	99	100	100	-8	96	1.9	11
NC1=NC(=O)C2(COC(c3cccnc3)OC2)S1 (stereo unspecified)	/	?	0	?	?	?	?	7	?	0.0	24
CN1CCN(c2nc(NCCOC34CC5CC(CC(C5)C3)C4)nc(OCC(F)(F)F)n2)CC1	-8	99	1	100	97	100	98	25	100	1.7	16
COc1ccccc1-n1c(=O)[nH]c2c(C(N)=O)nc(C3CCCCC3)nc21	/	100	2	102	101	101	101	-3	98	0.2	8
O=C(/C=C/c1ccco1)Nc1ccc(-c2nc3ccccc3[nH]2)cc1	17	?	-2	?	?	/	?	38	?	-0.6	4
Cc1ccc(SCC(=O)N2CCC(C(N)=O)CC2)cc1	-6	95	5	96	91	96	99	-1	91	1.0	8
Cc1ccccc1N(C(=O)CCC(=O)Nc1ccccn1)C(C(=O)NC(C)C)c1ccc(O)cc1 (stereo unspecified)	6	100	3	100	100	98	97	-10	98	0.8	9
c1ccc(-n2nnnc2SCc2cccc3nsnc23)cc1	15	102	6	100	101	99	98	13	99	0.9	15
COc1ccc(OC)c(Nc2nc(-c3ccccc3O)nc3ccccc23)c1	13	96	-1	96	96	96	106	-14	95	0.1	9
CCOc1ccc(-n2c(=O)[nH]cc(C(=O)N3CCCc4ccccc43)c2=O)cc1	/	102	6	108	105	100	99	3	101	0.5	16
CCCCC(=O)Nc1ccc(NC(=O)c2cc(OC)c(OC)c(OC)c2)cn1	/	100	7	101	99	97	102	12	97	0.8	3
C/C(=N\Nc1ccc(C(F)(F)F)cc1[N+](=O)[O-])C(C)C	17	102	18	105	103	100	101	2	97	1.7	2
CCOC(=O)N1CCN(C(=O)c2cn(CC(C)C)c(=O)c3c2c2ccccc2n3C)CC1	/	100	1	102	101	103	100	1	99	0.9	32
O=c1c2ccccc2n2nnnc2n1-c1ccccc1	-1	92	2	91	90	91	94	9	91	0.1	23
O=C(NCc1ccc(F)cc1)N[C@@H](Cc1ccccc1)C(=O)O	/	101	0	108	105	101	100	11	100	0.0	28
Cc1ccc(N(CCCCN2C(=O)c3ccccc3C2=O)C(=O)c2cccs2)cc1	5	99	9	96	100	102	102	3	99	1.6	18
CC(C)c1ccc(C(=O)N2CCN(CCO)CC2)cc1	/	99	3	100	101	101	99	10	99	0.7	7
O=C(CSc1nc(N2CCCCC2)nc(N2CCCCC2)n1)N1CCN(c2ccccc2)CC1	-4	98	7	101	98	97	94	5	96	0.4	7
CN(CP(=O)(O)C(O)c1ccccc1)S(C)(=O)=O (stereo unspecified)	/	97	0	98	100	96	92	-4	100	0.3	19
